# Compound activity from PubChem.
# Pf growth 96h – P. falciparum growth inhibition at 96 hours; Potency, µM (highest dose often 28.7 µM), for inactives: top-dose activity change, negative = inhibition, hits mostly inhibitors; P. falciparum luciferase reporter growth, 96 h; actives 6.9% (n = 320,000); AID 504834
#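 Erythrocytes infected with luciferase-expressing P. falciparum were dispensed at 2% hematocrit and 0.05% parasitemia (final), then incubated with compounds 96 hours at 37 C in 5% CO2. Luminescence after detection reagent addition reported growth.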
# Pf growth 48h – inhibits P. falciparum growth in the first generation, 48 h | P. falciparum luciferase growth in erythrocytes, 48 h | Potency, µM (titrated, usually from 28.7 µM), without a hit: at the top dose activity change, negative = inhibition, most hits filed as inhibitors | actives 5.9% (n = 310,000)
#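 Here the parasites carry a stable luciferase gene and grow inside erythrocytes in Albumax-based RPMI medium with compound for one erythrocytic cycle. Activity is scored as loss of luminescent signal.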
# HCV inh – HCV inhibition. AID 651820. Potency, µM (titrated, usually from 41.8 µM), for inactives: at the highest dose activity change, negative = inhibition, actives largely listed as inhibitors. Huh7.5.1 HCVcc-Cre infection, luciferase reporter, 44 h. actives 3.4% (n = 340,000)
#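 Reporter virus HCVcc-Cre (~0.5 moi) infects cells exposed to compound; seeding density 1,000 cells/well with 4 h settling beforehand. Luminescence, 15 sec read, taken 44 h post-infection following a 15 min RT substrate incubation.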
# Sm TGR inh – inhibitors of Schistosoma mansoni thioredoxin glutathione reductase | AID 485364 | Potency, µM (doses to about 114 µM), for the others: top-dose activity change, negative = inhibition, hits mostly inhibitors | purified TGR, DTNB reduction, TNB absorbance 405 nm | actives 3% (n = 360,000); also: nearly all actives have a fitted effect of over 60% in size
#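 TGR 20 nM + NADPH 100 uM (dispensed conc.), cpd preinc 15 min RT; start with NADPH (500 uM addition) then DTNB (15 mM addition). Kinetic TNB absorbance, 405 nm filter. Four-parameter Hill fit across titration.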
# LmPK inh – inhibitors of Leishmania mexicana pyruvate kinase; actives 0.37% (n = 290,000); purified LmPK, Kinase-Glo ATP luminescence, 1 h; Potency, µM (titrated, usually from 57.5 µM), for inactives: top-dose activity change, negative = inhibition, hits mostly inhibitors; AID 1721
# Target sequence (Q27686 whole entry, looked up): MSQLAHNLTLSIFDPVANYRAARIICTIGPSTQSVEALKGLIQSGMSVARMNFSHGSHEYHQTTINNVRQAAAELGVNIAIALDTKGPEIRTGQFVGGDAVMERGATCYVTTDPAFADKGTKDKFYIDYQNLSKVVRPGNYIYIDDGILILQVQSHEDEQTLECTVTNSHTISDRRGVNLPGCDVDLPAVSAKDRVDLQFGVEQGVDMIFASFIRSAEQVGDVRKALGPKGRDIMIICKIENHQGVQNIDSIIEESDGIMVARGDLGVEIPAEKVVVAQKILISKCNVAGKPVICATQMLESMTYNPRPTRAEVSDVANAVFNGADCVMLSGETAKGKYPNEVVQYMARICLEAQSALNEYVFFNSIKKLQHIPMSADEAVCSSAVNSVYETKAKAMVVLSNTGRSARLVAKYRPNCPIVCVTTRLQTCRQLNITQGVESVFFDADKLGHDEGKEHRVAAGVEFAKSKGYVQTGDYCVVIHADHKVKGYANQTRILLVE
#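 Purified LmPK (0.1 nM) with 0.5 mM PEP and 0.1 mM ADP in imidazole buffer pH 7.2 with MgCl2/KCl, 1 h at room temperature. ATP formed was read by luciferase luminescence and normalized to no-enzyme and uninhibited controls.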
# TbPYK inhibitor – T. brucei pyruvate kinase inhibition | Q57TT1 | TbPYK enzyme, Kinase-Glo Plus ATP luminescence, 45 min | Potency, µM (doses to about 76.8 µM), inactives show at the top dose activity, negative = inhibition, usual class: inhibitors | actives 0.12% (n = 410,000) | AID 624173; also: nearly all actives have a fitted effect of over 50% in size
#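 Quantitative HTS: titrated library compounds versus trypanosomal pyruvate kinase in TEA buffer (pH 7.2) containing KCl, MgCl2, BSA and Tween-20. Reactions were initiated with ADP, 130 uM final. Kinase-Glo Plus luminescence was read after 45 min at RT.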
# The depositor's hits bear a star; ? = inconclusive; nt = not tested or not shown; [ ] = another dose, or the depositor's remark. Calls follow the shape of the dose curve; as a rule, active = well fitted curve in the direction sought with a large enough effect; inconclusive = small, poorly fitted or top-dose-only effect, or another doubt; inactive = no such curve, though single readings can be large; an effect the other way counts as inactive or inconclusive. % is scaled to controls: 0 for no effect and ±100 for the full control effect; potency is read from the fitted curve at half-maximal effect.
# Codes – A = Pf growth 96h; B = Pf growth 48h; C = HCV inh; D = Sm TGR inh; E = LmPK inh; F = TbPYK inhibitor
molecule: C/C(CC(=O)NCCCN1CCOCC1)=N\NC(=O)COc1cccc2ccccc12
  A = -9% | B = 2% | C = 24% | D = -24% | E = 0% | F = -10%
molecule: CCCCn1c(N)c(N(CC)C(=O)c2cc(Br)ccc2Cl)c(=O)[nH]c1=O
  A = -2% | B = -15% | C = 6% | D = 2% | E = 5% | F = 4%
molecule: Cc1cc2nc(-c3ccc(SCc4ccccn4)nc3)[nH]c2cc1C
  A = 16% | B = ? | C = ? | D = 3% | E = -7% | F = -3%
molecule: COc1ccccc1CNC(=O)CCNS(=O)(=O)c1ccc2[nH]c(=O)oc2c1
  A = -14% | B = ? | C = ? | D = -1% | E = -11% | F = -8%
molecule: CO/N=C/NC(=O)C1=NOC(CNc2ncc(C(F)(F)F)cc2Cl)C1 (configuration not stated)
  A = 4% | B = 7% | C = 3% | D = ? | E = 0% | F = 3%
molecule: COc1ccccc1/C=C/C=N/NC(=O)c1ccc2nc[nH]c2c1
  A = 9.3µM* | B = ? | C = nt | D = -26% | E = -5% | F = nt
molecule: Cc1c(-c2cccc(Cl)c2)nc2ccccc2c1C(=O)OC/C(O)=C(\C#N)c1nc2ccccc2[nH]1
  A = 10µM* | B = -30% | C = 8.9µM* | D = 2% | E = 4% | F = -10%
molecule: CC1=CC(c2ccccc2)n2nc(N3C(=O)c4ccccc4C3=O)nc2N1 (configuration not stated)
  A = nt | B = -9% | C = 7% | D = 35µM* | E = 2% | F = -3%
molecule: O=C(CN1C(=O)NC(Cc2ccccc2)C1=O)Nc1ccccc1OC(F)F (configuration not stated)
  A = 2% | B = 6% | C = 12% | D = -3% | E = nt | F = -2%
molecule: O=C(c1ccc2c(c1)OCO2)C1CCCN(Cc2ccc3nsnc3c2)C1 (configuration not stated)
  A = 25% | B = 15% | C = ? | D = 0% | E = 5% | F = 1%
molecule: COc1cc(C(=O)NNC2=CC(=O)CC(C)(C)C2)cc(OC)c1OC
  A = -29% | B = 3% | C = 15% | D = -9% | E = 1% | F = 4%
molecule: COc1ccc(CCNS(=O)(=O)c2ccc([N+](=O)[O-])cc2)cc1OC
  A = ? | B = 12% | C = -15% | D = -5% | E = -3% | F = 2%
molecule: Cc1ccc(C(=O)NNC(=O)c2cc(OCC(F)(F)F)ccc2OCC(F)(F)F)cc1
  A = 76%[activator] | B = 6% | C = ? | D = -15% | E = -1% | F = 0%
molecule: CSc1nc2c(cnn2-c2ccc(C)c(C)c2)c(=O)[nH]1
  A = ? | B = nt | C = 6% | D = -28% | E = 2% | F = 0%
molecule: O=C(CCCN1C(=O)c2ccccc2C1=O)N1CCN(c2ccccn2)CC1
  A = 24% | B = -11% | C = -4% | D = -2% | E = 0% | F = 0%
molecule: Cc1ccc(-c2cc(C(=O)OCC(=O)N(C)C3CCS(=O)(=O)C3)c3ccccc3n2)o1 (configuration not stated)
  A = 68%[activator] | B = 51%[activator] | C = 7% | D = 14µM* | E = ? | F = -29%
molecule: Cc1cccc(N(CC(=O)NCCc2ccccc2)C(=O)c2csnn2)c1
  A = 5% | B = 0% | C = 3% | D = -12% | E = 0% | F = 0%
molecule: O=C(c1cc(COc2ccc(F)cc2Cl)on1)N(CCO)Cc1cccs1
  A = 18% | B = 19% | C = ? | D = 12% | E = -10% | F = 1%
molecule: Cc1ccc(C(=O)Oc2cc(C)n(C)c(=O)c2)cc1
  A = 7% | B = -1% | C = 11% | D = -29% | E = -4% | F = -4%
molecule: CC(C)(C)C(=O)Nc1ccccc1C(=O)Nc1ccccn1
  A = 0% | B = -21% | C = -17% | D = -11% | E = 5% | F = 8%
molecule: CC(OC(=O)c1cccc(-n2cnnn2)c1)C(=O)NC1(C#N)CCCCC1 (configuration not stated)
  A = 2% | B = ? | C = 0% | D = 1% | E = nt | F = -3%
molecule: N#CCCn1[nH]c(-c2ccccc2)cc1=O
  A = ? | B = 6% | C = 30%[activator] | D = -3% | E = -3% | F = 2%
molecule: COc1ccc(-c2csc(NC(=O)CSc3n[nH]c(C)n3)n2)cc1
  A = 0% | B = 20% | C = -9% | D = -10% | E = 3% | F = 0%
molecule: COc1ccc2c(CC(=O)Nc3nccs3)coc2c1
  A = 65%[activator] | B = 1% | C = 6% | D = 0% | E = -5% | F = -7%
molecule: Cc1cc(C)cc(NC(=O)Nc2cccnc2)c1
  A = 13% | B = ? | C = ? | D = 5% | E = 12% | F = -1%
molecule: Cc1nonc1CC(=O)N1CCCC(C(=O)c2ccc(Cl)cc2)C1 (configuration not stated)
  A = ? | B = 12% | C = 3% | D = 16% | E = 0% | F = 5%
molecule: CCOC(=O)CSc1nc(C(C)C)nc2sc(C)c(C)c12
  A = ? | B = -9% | C = -15% | D = -3% | E = -3% | F = 4%
molecule: CC1CC1C(=O)N(CCC1=CCCCC1)c1c(N)n(Cc2ccccc2)c(=O)[nH]c1=O (configuration not stated)
  A = ? | B = ? | C = -9% | D = -1% | E = nt | F = -12%
molecule: COc1cc(NC(=O)c2ccc3c(c2)OCCO3)ccc1NC(=O)c1cccs1
  A = -22% | B = 25% | C = ? | D = nt | E = -4% | F = 2%
molecule: CC(CCC(C)OC(=O)c1ccccc1C(=O)O)OC(=O)c1ccccc1C(=O)O (configuration not stated)
  A = 3% | B = nt | C = 41%[activator] | D = 28% | E = 0% | F = 0%
molecule: Cc1ccc(C)c(S(=O)(=O)N2CCN(C(=O)CCC(=O)NCc3ccc(Cl)cc3)CC2)c1
  A = -5% | B = ? | C = 17% | D = -1% | E = nt | F = 4%
molecule: O=S(=O)(/C=C/c1ccccc1)N1CCN(Cc2ccc3c(c2)OCO3)CC1
  A = 40%[activator] | B = 35%[activator] | C = ? | D = -6% | E = 5% | F = -2%
molecule: Cc1ccc(S(=O)(=O)CCc2nc3ccccc3s2)cc1C
  A = -23% | B = nt | C = -1% | D = 4% | E = -4% | F = -11%
molecule: COCCSc1nnc(NC(=O)Cc2ccc(OC)c(OC)c2)s1
  A = 14% | B = -24% | C = -13% | D = 3% | E = 0% | F = -11%
molecule: NS(=O)(=O)c1cccc(NC(=O)c2cc3ccccc3o2)c1
  A = 57%[activator] | B = 26% | C = -10% | D = -1% | E = -16% | F = -17%
molecule: Cc1ccc(S(=O)(=O)/C(=C/Cl)NC(=O)c2ccccc2)cc1
  A = ? | B = -15% | C = ? | D = 40µM* | E = -9% | F = -17%
molecule: Cc1cc(Cl)ccc1OCC(=O)NCCOc1nc(N2CCCCC2)nc(N2CCOCC2)n1
  A = -13% | B = nt | C = -4% | D = 2% | E = -6% | F = 7%
molecule: COc1ccc(S(=O)(=O)NC2CC(=O)N(c3ccc(C)c(C)c3)C2)cc1 (configuration not stated)
  A = -4% | B = -10% | C = ? | D = 17% | E = nt | F = 2%
molecule: CN(C)C(=O)COC(=O)/C=C/c1cn(-c2ccccc2)nc1-c1cccs1
  A = 3% | B = 2% | C = -19% | D = 1% | E = 2% | F = 3%
molecule: Cc1ccc(S(=O)(=O)N2[C@@H](c3cccc(Cl)c3)C(C(=O)O)=CC[C@H]2c2cccs2)cc1
  A = 36%[activator] | B = 7% | C = 10% | D = -19% | E = nt | F = -7%
molecule: O=C(CNC(=O)c1cccc(Br)c1)N/N=C/c1cccs1
  A = 20% | B = 37%[activator] | C = 8% | D = -20% | E = 0% | F = -1%
molecule: COc1cc(C(=O)OCC(=O)Nc2cccc(S(=O)(=O)N3CCOCC3)c2)ccc1OCC(C)C
  A = ? | B = -11% | C = -4% | D = -2% | E = nt | F = 0%
molecule: COc1cccc(CNC(=O)CCNS(=O)(=O)c2cccs2)c1
  A = 1.2µM* | B = 25% | C = 5% | D = -15% | E = -2% | F = 2%
molecule: CCOC(=O)c1cc(C(=O)Nc2ccccc2F)nn1C
  A = 334%[activator] | B = nt | C = -4% | D = -31% | E = -14% | F = -8%
molecule: COc1ccccc1NC(=O)c1ccc(-c2ccc(Br)cc2)o1
  A = 3% | B = nt | C = 8.9µM* | D = -5% | E = 5% | F = 4%

# Shown as comma-separated lines: part of the list above
Structure,Pf growth 96h,Pf growth 48h,HCV inh,Sm TGR inh,LmPK inh,TbPYK inhibitor
CCOC(=O)c1cc(C(=O)Nc2ccccc2F)nn1C,334%[activator],nt,-4%,-31%,-14%,-8%
O=C(CNC(=O)c1cccc(Br)c1)N/N=C/c1cccs1,20%,37%[activator],8%,-20%,0%,-1%
Cc1ccc(C)c(S(=O)(=O)N2CCN(C(=O)CCC(=O)NCc3ccc(Cl)cc3)CC2)c1,-5%,?,17%,-1%,nt,4%
COCCSc1nnc(NC(=O)Cc2ccc(OC)c(OC)c2)s1,14%,-24%,-13%,3%,0%,-11%

# More records follow.
# Codes – A = Pf growth 96h; B = Pf growth 48h; C = HCV inh; D = Sm TGR inh; E = LmPK inh; F = TbPYK inhibitor
molecule: CC(C)C(=O)Nc1ccccc1-c1nc2ccccc2[nH]c1=O
  A = -13% | B = 0% | C = 10% | D = 2% | E = -4% | F = 1%
molecule: NS(=O)(=O)c1ccc(Sc2ccc3ccccc3c2)nc1
  A = -13% | B = -8% | C = 6% | D = -8% | E = -1% | F = 0%
molecule: COC(=O)c1ccccc1NC(=O)CN(c1ccc(C)cc1)S(C)(=O)=O
  A = 12% | B = -4% | C = -9% | D = 5% | E = 7% | F = 2%
molecule: COc1ccc(NC(=O)CCC(=O)OC(C(=O)c2ccccc2)c2ccccc2)cc1 (configuration not stated)
  A = 59%[activator] | B = 14% | C = 6% | D = ? | E = 2% | F = 13%
molecule: Cc1nn(C(C)C(=O)NCc2cccs2)c(C)c1[N+](=O)[O-] (configuration not stated)
  A = -12% | B = 0% | C = -6% | D = nt | E = 4% | F = 0%
molecule: COCCn1nnnc1CN1CCN(c2cccc(C(F)(F)F)c2)CC1
  A = ? | B = -14% | C = 15% | D = 3% | E = 1% | F = -3%
molecule: C=CCN1C(=O)/C(=C/c2cccs2)C(=O)NC1=S
  A = -28% | B = -4% | C = 25% | D = 10µM* | E = 8% | F = 35µM*
molecule: COc1ccc(OCc2cc(C(=O)NC3CCOC(C)(C)C3)no2)c2ccccc12 (configuration not stated)
  A = 1.2µM* | B = 9.3µM* | C = nt | D = -35% | E = -12% | F = nt
molecule: C=CCn1c(SCC(=O)N2CCCC2)nc2c([nH]c3ccccc32)c1=O
  A = 21% | B = -14% | C = 0% | D = 3% | E = 8% | F = -1%
molecule: Cc1cc(OCc2nn[nH]n2)c2c3c(c(=O)oc2c1)CCCC3
  A = 10% | B = 22% | C = -2% | D = -1% | E = -6% | F = -7%
molecule: O=C(NC(c1ccc(Cl)cc1)c1c(O)ccc2ccccc12)c1ccccc1 (configuration not stated)
  A = 38%[activator] | B = 12µM* | C = ? | D = -1% | E = 0% | F = 2%
molecule: COc1ccc(C)cc1NC(=O)c1c(C)nn(Cc2ccccc2)c1Cl
  A = ? | B = -22% | C = ? | D = -3% | E = -1% | F = 2%
molecule: CC(C)C[C@H](NC(=O)c1nc[nH]c1C(=O)NCc1ccccc1)C(=O)OC(C)(C)C
  A = -13% | B = ? | C = -20% | D = -26% | E = 1% | F = -7%
molecule: CCS(=O)(=O)NCC(c1cccnc1)N1CCN(c2ccc(F)cc2)CC1 (configuration not stated)
  A = ? | B = -2% | C = 9% | D = 0% | E = -3% | F = -10%
molecule: COC(=O)c1ccccc1OCCN1CCCCCC1
  A = ? | B = -6% | C = 8% | D = 0% | E = 0% | F = -5%
molecule: O=C1[C@@H]2Cc3c([nH]c4ccccc34)[C@@H](c3ccccc3)N2C(=O)[C@@H]2Cc3c([nH]c4ccccc34)[C@@H](c3ccccc3)N12
  A = 2.6µM* | B = ? | C = -8%[8.37 µM] | D = -10% | E = 5% | F = nt
molecule: c1ccc(-c2nc(N3CCOCC3)sc2-c2ccccc2)cc1
  A = -13% | B = -15% | C = ? | D = -14% | E = -8% | F = 3%
